# ST2 IL33 inh: IL1RL1 inhibition; Q01638; AlphaLISA ST2-Fc/biotin-IL-33 interaction, 1 h; inhibition, % for hits at 17 µM; hit rate 2.3% among 78,000; AID 1259354; in the data active means inhibition above about 30%; inconclusive means mostly about 10% to 28%
# Target sequence (Q01638 whole entry, looked up): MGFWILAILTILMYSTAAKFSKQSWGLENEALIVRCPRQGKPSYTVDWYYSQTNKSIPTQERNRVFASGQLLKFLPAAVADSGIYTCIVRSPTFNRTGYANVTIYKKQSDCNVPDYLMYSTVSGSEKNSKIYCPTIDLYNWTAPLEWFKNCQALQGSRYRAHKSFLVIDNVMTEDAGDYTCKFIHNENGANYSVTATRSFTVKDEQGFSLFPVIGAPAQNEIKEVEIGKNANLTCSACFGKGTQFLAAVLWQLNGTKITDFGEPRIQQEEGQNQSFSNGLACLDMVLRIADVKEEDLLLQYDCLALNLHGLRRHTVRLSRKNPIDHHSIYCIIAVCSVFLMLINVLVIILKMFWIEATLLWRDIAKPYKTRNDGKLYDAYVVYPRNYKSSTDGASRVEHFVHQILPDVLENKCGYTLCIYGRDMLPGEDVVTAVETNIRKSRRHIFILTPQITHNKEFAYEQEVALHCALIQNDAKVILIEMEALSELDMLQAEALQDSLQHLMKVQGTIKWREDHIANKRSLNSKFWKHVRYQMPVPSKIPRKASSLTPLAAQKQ
# An asterisk follows results filed as active; i = inactive; ? = inconclusive.
SMILES,ST2 IL33 inh
Cc1cccc(NS(=O)(=O)c2c(C)noc2C)c1C,i
O=C(CSc1nc2c(c(=O)n1-c1ccc(Cl)cc1)SCC2)Nc1ccc(F)cc1,?
CC1CCC2(NC1)OC1C(=O)C3C4CCC5CC(O[C@@H]6O[C@H](CO)[C@@H](O)[C@H](O)[C@H]6O[C@@H]6O[C@@H](C)[C@H](O)[C@@H](O)[C@H]6O)CCC5(C)C4CCC3(C)C1C2C (stereo not given in full),i
COc1cccc(-c2cn3c4c(=O)n(C)c(=O)n(C)c4nc3n2Cc2ccccc2)c1,i
CC(C)(O)C#Cc1ccc(C(=O)NCC(c2ccccc2)c2ccccc2)cc1,i
Cc1ncsc1CCC(=O)NCc1cnn2ccccc12,?
Cc1ccc(S(=O)(=O)Nc2c(C)cc(C)nc2Cl)cc1,i
CCCc1nc(C)cc(-c2cc(N)nc3[nH]ccc23)n1,i
O=C1C(=O)N(CCCN2C(=O)C(=O)c3ccccc32)c2ccccc21,i
O=C(NCc1scnc1-c1ccccc1)c1ccc(-n2cnnc2)cc1,i
CCOc1ccc2nc(N3CCCN(Cc4nc5ccccc5s4)CC3)nc(C)c2c1,i
O=C(c1ccc(F)cc1)N1CCN(c2ccccc2[N+](=O)[O-])CC1,?
CCn1cc(SCC(=O)Nc2ccc3c(c2)OCO3)c2ccccc21,i
CC(C)c1nnc2sc(CC3CCS(=O)(=O)CC3)nn12,i
c1coc(-c2nc(CNC3CCC4(CCNCC4)CC3)no2)c1,?
CCOc1ccccc1C1CC(c2ccccc2)Nc2ncnn21 (stereo not given),i
O=C(Cc1ccc([N+](=O)[O-])cc1)N1CCCCCC1,i
O=C1C=CC(=NS(=O)(=O)c2ccc(Cl)cc2)c2ccccc21,60.0%*
COc1cccc(C=Nc2ccc(S(=O)(=O)Nc3ccccn3)cc2)c1,i
O=C(CCN1C(=O)c2ccccc2C1=O)Nc1ccc(-c2ccccc2)cc1,i
COc1ccc(/C=C2\SC(=O)N(CCN)C2=O)cc1OC,?
CC(C)c1nccc(CN2CCOC(CCc3ccccc3)C2)n1 (stereo not given),i
O=C(NCc1ccco1)c1cc(-c2cccc(Cl)c2)on1,i
Cc1[nH]cnc1-c1nccn1CCCc1ccccc1,?
Cc1ccc2nc(CN(C)c3cc(C4CCNCC4)nc(C)n3)[nH]c2c1,?
O=C(CCNc1ccc(F)c(Cl)c1)c1ccco1,?
Oc1ccc(Cl)cc1C1=Nc2ncnn2C(c2ccccc2)C1 (stereo not given),i
COc1ccc(C(=O)NC2CC(=O)N(Cc3cccc(F)c3)C2)cc1O (stereo not given),i
O=C(CN1CCCN(Cc2ccccc2Cl)S1(=O)=O)Nc1cc(F)ccc1F,i
O=c1c2c(nc(SCc3ccccc3)n1-c1ccc(F)cc1)CCS2,?
COc1ccc2cc3cc(C(=O)NC4CCCCCC4)oc3nc2c1,?
CN(CCC1CCCCO1)Cc1cnc(S(C)(=O)=O)n1CC1CCCCC1 (stereo not given),i
NC(N)=NS(=O)(=O)c1ccc(N=Cc2cc(Br)cc(Br)c2O)cc1,i
CCN(CC)CCCNC(=O)c1cc(-c2ccc(Cl)c(Cl)c2)on1,?
Cc1nn(CCNC(=O)CN2CCOC2=O)c(C)c1Cl,i
O=[N+]([O-])c1ccc(SCCc2ccncc2)cc1,?
COc1ccc(Nc2ncnc3c2cnn3-c2cccc(C)c2)cc1Cl,i
O=S(=O)(NCc1ccccc1)NCc1csc(-c2ncccn2)n1,i
CCc1ccc(OCCN(C)C(=O)c2ccc(C(C)=O)s2)cc1,?
O=C(C1CCOCC1)N1CC[C@H]2[C@H](CCCN2C(=O)/C=C/c2cccc(F)c2)C1,i
O=C(COc1ccc(Cl)cc1Cl)N1CCCCC1,i
CC(C)C(=O)Nc1c(C(=O)Nc2ccc(F)cc2)oc2ccccc12,i
Cc1ccccc1CSC1=NCCN1C(=O)c1ccc(S(=O)(=O)N2CCOCC2)cc1,i
O=C(COc1ccc([N+](=O)[O-])cc1)NCc1ccc2c(c1)OCO2,?
COc1cc(NC(=O)COc2ccc(Cl)cc2C)ccc1NC(=O)c1ccco1,?
CC1=C(C)C(=O)C(CCCCC#CCCCC#CCO)=C(C)C1=O,i
CCC(C)N(Cc1ccncc1)Cc1ccc(NC(C)=O)cc1 (stereo not given),?
c1ccc(-c2nnc(-c3cc4ccccc4o3)o2)cc1,i
COCC(C)NC(=O)c1cnn2c1NC(c1ccccc1)CC2C(F)(F)F (stereo not given),i
CC(C(=O)N1c2ccccc2Sc2ccccc21)N1C(=O)c2ccccc2C1=O (stereo not given),i
N#Cc1ccc(Oc2ccc(N)cc2)cc1,?
CC(Cn1cccn1)C(=O)N1CCC(Cc2cccc(C(=O)O)c2)CC1 (stereo not given),i
O=C(Cc1ccc(O)c(Cl)c1)N1CCOC(Cc2cccc(F)c2)C1 (stereo not given),i
COCc1ccc(C(=O)N(C)CCSc2ccc(C)cc2)s1,?
O=C(CSc1nc2c(c(=O)n1-c1ccc(F)cc1)SCC2)c1ccc(Cl)cc1,i
COc1ccccc1NC(=O)Nc1ccc(=O)n2c1[C@@H]1C[C@@H](CN(C3CCN(C(C)=O)CC3)C1)C2,i
Nc1c2c(nc3ccccc13)N(c1ccc(Cl)c(Cl)c1)CC2,?
Cc1nc(C(C)C)ncc1C(=O)N1CCn2nc(C(=O)NC3CC3)cc2C1,i
COc1ccc(NC(=O)c2cnc3n(c2=O)CCS3)cc1Cl,?
Cc1ccc(NCn2nnc3ccccc32)c(Br)c1,i
# (continued)
SMILES,ST2 IL33 inh
Cc1cccc(Oc2nc3c(c(=O)n(C)c(=O)n3C)n2Cc2ccccc2F)c1,?
Cc1cc(=O)oc(C)c1C(=O)NC1CCCCCCC1,i
COc1ccc(C(=O)ONc2ccc(N=O)cc2)c(OC)c1,?
Cc1ccc(NC(=O)CCCn2nc([N+](=O)[O-])c(Br)c2C)cc1C,i
COc1ccccc1C1SCCN1S(=O)(=O)c1ccc(I)cc1 (stereo not given),i
CC(C)OC(=O)c1cccc(N2C(=O)C3C4CCC(C4)C3C2=O)c1 (stereo not given),i
CN(C)c1ccc(CN2C[C@H](O)C[C@H]2c2nc(-c3cccnc3)no2)cc1,i
CCOc1ccc(-n2c(C)c3c(OCC)cccc(=O)c3c2C)cc1,?
COc1cc(NS(=O)(=O)NCc2ccccc2)cc(OC)c1,i
COc1ccccc1N1CCN(C(=O)c2cccc([N+](=O)[O-])c2)CC1,?
CCc1ccc(S(=O)(=O)NCc2nc3cccnc3n2Cc2ccc(F)cc2)cc1,i
COC(=O)[C@@H]1C[C@@H](NC(=O)c2cc(-n3cccn3)ccc2Cl)CN1C,i
Cc1ccc(NC(=O)c2ccccc2)c([N+](=O)[O-])c1,?
O=C1C2C(C(=O)N1c1ccc(F)cc1)N1CCCN1C2c1ccccc1 (stereo not given),i
CC(C)(C)NSc1nc2ccccc2s1,i

# Structural class, those above with a thiophene ring, fused or not.
SMILES,ST2 IL33 inh
CCc1ccc(OCCN(C)C(=O)c2ccc(C(C)=O)s2)cc1,?
COCc1ccc(C(=O)N(C)CCSc2ccc(C)cc2)s1,?

# Additional results follow:
SMILES,ST2 IL33 inh
O=C(C1CC(=O)N(c2ccc(F)c(Cl)c2)C1)N1CCOCC1 (stereo not given),i
O=C1C(c2cccc(Br)c2)N(CCc2ccccc2)C(=O)CN1C1CCCCC1 (stereo not given),i
CCC(C)NC(=O)CN(C)S(=O)(=O)c1ccc2c(c1)CCC(=O)N2 (stereo not given),i
CC(C)C(NS(=O)(=O)c1ccc2c(c1)oc(=O)n2C)C(=O)NCc1cccs1 (stereo not given),i
COc1ccc(N2C(=O)C3CCCN3C2c2cccs2)cc1Cl (stereo not given),?
O=C(O)c1nn(-c2ccc(Cl)cc2)c(=O)c2ccccc12,i
COc1cc2c(C(=O)NCCCN3CC(C)CC(C)C3)cn(CC(C)C)c(=O)c2cc1OC (stereo not given),i
O=C1NCCN(C(=O)c2ccc(-c3ccco3)cc2)C1Cc1ccccc1 (stereo not given),?
O=C1c2ccc(Br)cc2C(=O)N1Cc1ccccc1,?
N#Cc1c(-c2ccccc2)cc(-c2cccs2)nc1SCC(N)=O,?
[O-][n+]1onc2c1CCc1c-2nn(-c2ccccc2Cl)[n+]1[O-],?
CCOC(=O)C1=C(C)Nc2nnnn2C1c1ccc(OC(=O)c2ccccc2)cc1 (stereo not given),i
C[C@H](O)CNC(=O)c1cc(Cn2ccc3ccccc32)[nH]n1,?
CSc1cccc(CN2CCC(n3nccc3NC(=O)Cc3ccccc3)CC2)c1,?
CCCCOC(=O)Nc1ccc(Cl)cc1,i
O=C(COc1ccccc1)OCC(=O)N1c2ccccc2Sc2ccccc21,i
O=C1OC(c2ccccc2Cl)=N/C1=C\C=C\c1ccccc1,34.0%*
NCC(=O)Nc1ccc(-c2cc3ccccc3o2)cc1F,i
NC1CCCN(c2cnc3ccccc3n2)CC1 (stereo not given),?
O=C1/C(=C/c2ccc([N+](=O)[O-])cc2)CC/C1=C\c1ccc([N+](=O)[O-])cc1,?
COc1ccc(N2CSC3=C(C#N)C(c4ccccc4F)CC(=O)N3C2)c(OC)c1 (stereo not given),i
COc1ccc(OCC(=O)NC2CCCCC2)cc1,i
CCc1cccc(OCCCN2CCN(C)CC2)c1,i
COc1ccc(OC)c(NC(=O)C2CCCN2C(=O)C2CCC(C)CC2)c1 (stereo not given),?
CC(C)N(C(=O)c1ccc(C(=O)NCc2ccc(S(N)(=O)=O)cc2)cc1)C(C)C,i
Cc1ccccc1CCC1CCCN(C(=O)c2cc(=O)[nH]c3ccccc23)C1 (stereo not given),i
CCN(C(=O)c1sc(C)nc1-c1ccccc1)[C@H]1COC[C@@H]1O,i
COc1ccc(N(CC(=O)N2CCN(C)CC2)S(=O)(=O)c2ccc(C)cc2)cc1OC,i
O=C(c1cn[nH]n1)N1CCC(COc2ccc3c(c2)CCC3)CC1,?
Cc1ccc2c(c1)C(c1ccc(Cl)cc1Cl)CC(=O)N2 (stereo not given),i

# Molecules from the list above with a COOH group:
SMILES,ST2 IL33 inh
CC(Cn1cccn1)C(=O)N1CCC(Cc2cccc(C(=O)O)c2)CC1 (stereo not given),i
O=C(O)c1nn(-c2ccc(Cl)cc2)c(=O)c2ccccc12,i

# (more compounds)
SMILES,ST2 IL33 inh
CCc1cc2c(=O)c(Oc3ccccc3)c(C)oc2cc1OC(C)C,i
Cc1ccc(CNC(=O)C(=O)NCC2CCCO2)cc1 (stereo not given),i
CCC(CC)n1nc(C)cc1NC(=O)c1ccco1,i
CC(=O)c1ccc(NC(=O)O[C@@H]2CO[C@H]3[C@@H]2OC[C@@H]3NC(=S)Nc2ccc(N(C)C)cc2)cc1,i
CCOc1ccc(CC(=O)Nc2cc(N3CCCS3(=O)=O)ccc2OC)cc1,i
Cn1c(=O)c2c(SCc3ccc(F)cc3)nc(-c3cccs3)nc2n(C)c1=O,i
CN(C)c1ncc(-c2nccn2CCc2cn[nH]c2)cn1,?
COc1ccc2c(=O)c(-c3csc(C)n3)coc2c1C,i
CC(N)(Cc1ccc(O)c(O)c1)C(=O)O (stereo not given),?
O=c1[nH]c(CN(CCO)CCO)nc2c1C1(CCCCC1)Cc1ccccc1-2,?
CCOc1ccc(/C=C2\N=C(c3cccc(I)c3)OC2=O)cc1,i
O=C(c1cn(Cc2ccc(F)cc2Cl)nn1)N1CCCCC1c1ccc(F)cc1 (stereo not given),?
Cc1ccc(NC(=O)c2cnc3scc(C)n3c2=O)cc1C,i
CCN(Cc1ccccc1)C(=O)CSC1=Nc2ccccc2C2=NC(c3ccccc3)C(=O)N12 (stereo not given),i
O=[N+]([O-])c1ccc(C2SCCN2S(=O)(=O)c2ccc(I)cc2)cc1 (stereo not given),i
O=C(NCc1ccc2c(c1)OCO2)c1cccn2c(=O)c3cc4ccccc4cc3nc12,i
O=C(Nc1c(C(=O)Nc2ccccc2F)oc2ccccc12)c1cccc(F)c1,i
CCS(=O)(=O)C(=CNc1ccccc1)S(=O)(=O)CC,i
COC(=O)c1cccc(C(=O)N(C)Cc2ccncc2C)c1,?
O=C(/C=C/c1ccccc1)N1CCN(C2=NS(=O)(=O)c3ccccc32)CC1,i
COc1cccc(/C=C2/SC(=N)N(c3nonc3N)C2=O)c1,i
COc1cccc(NC(=O)CN2C(=O)c3ccc([N+](=O)[O-])cc3C2=O)c1,i
COc1ccc(C(=O)N2CCN=C2SC)cc1OC,i
Cc1ccccc1Cc1c(C)nc2c(C(=O)O)c[nH]n2c1=O,?
Cn1c(=O)c2c(nc3n2CC=NN3)n(C)c1=O,i
Cc1nc(SCC(=O)NC2CCCC2)c2c(=O)n(C)c(=O)n(C)c2n1,i
CC(C)(O)C#Cc1ccc(C(=O)N2CCCC(CO)(Cc3cccc(Cl)c3)C2)cc1 (stereo not given),?
Cn1c(=O)cc(SCC(=O)Nc2ccc(F)c(Cl)c2)c2ccccc21,i
CC(=O)N(CN1C(=O)c2ccc(Br)cc2C1=O)c1ccc(Oc2ccccc2)cc1,i

# Among those listed so far, these contain two or more sulfur atoms:
SMILES,ST2 IL33 inh
O=C(CSc1nc2c(c(=O)n1-c1ccc(Cl)cc1)SCC2)Nc1ccc(F)cc1,?
CC(C)c1nnc2sc(CC3CCS(=O)(=O)CC3)nn12,i
O=c1c2c(nc(SCc3ccccc3)n1-c1ccc(F)cc1)CCS2,?
O=S(=O)(NCc1ccccc1)NCc1csc(-c2ncccn2)n1,i
Cc1ccccc1CSC1=NCCN1C(=O)c1ccc(S(=O)(=O)N2CCOCC2)cc1,i
COCc1ccc(C(=O)N(C)CCSc2ccc(C)cc2)s1,?
O=C(CSc1nc2c(c(=O)n1-c1ccc(F)cc1)SCC2)c1ccc(Cl)cc1,i
COc1ccccc1C1SCCN1S(=O)(=O)c1ccc(I)cc1 (stereo not given),i
CC(C)(C)NSc1nc2ccccc2s1,i
CC(C)C(NS(=O)(=O)c1ccc2c(c1)oc(=O)n2C)C(=O)NCc1cccs1 (stereo not given),i
N#Cc1c(-c2ccccc2)cc(-c2cccs2)nc1SCC(N)=O,?
Cn1c(=O)c2c(SCc3ccc(F)cc3)nc(-c3cccs3)nc2n(C)c1=O,i
O=[N+]([O-])c1ccc(C2SCCN2S(=O)(=O)c2ccc(I)cc2)cc1 (stereo not given),i
CCS(=O)(=O)C(=CNc1ccccc1)S(=O)(=O)CC,i

# Bioassay records: PubChem BioAssay, IUPUI and University of Michigan

# Some of the compounds tested (hit frequency here may not be typical).
